Screening results: PubChem, ICCB-Longwood Screening Facility, Harvard Medical School
PV pol inh: inhibitors of poliovirus RNA polymerase binding and polymerization; P03300; poliovirus polymerase elongation, fluorescence polarization; stronger effect = lower value; % elongation, % (compound at 16.7 µg/mL); 0.66% of 150,000 active; in the data active means % elongation below about 90%; further: some results filed as inactive read as strong as hits
Target sequence (P03300 1749-2209 limits assumed): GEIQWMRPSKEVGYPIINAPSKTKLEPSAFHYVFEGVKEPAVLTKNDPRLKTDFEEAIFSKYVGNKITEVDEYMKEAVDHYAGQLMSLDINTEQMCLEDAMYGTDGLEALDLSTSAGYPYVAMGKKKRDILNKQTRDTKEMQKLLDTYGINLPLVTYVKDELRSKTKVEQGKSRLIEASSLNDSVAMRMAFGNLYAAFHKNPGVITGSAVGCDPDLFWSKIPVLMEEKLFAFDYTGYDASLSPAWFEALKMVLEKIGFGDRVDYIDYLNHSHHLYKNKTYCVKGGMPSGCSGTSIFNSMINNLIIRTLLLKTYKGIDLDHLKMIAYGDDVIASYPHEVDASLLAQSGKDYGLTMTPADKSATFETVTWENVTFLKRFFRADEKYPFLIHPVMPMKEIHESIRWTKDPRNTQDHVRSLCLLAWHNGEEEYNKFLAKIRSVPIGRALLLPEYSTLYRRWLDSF
PV pol inh FP z-score: second read-out of PV pol inh, no call of its own (marks repeat the call); z-score; measured here: FP z-score; hits read low
* hit, by the source's call; & = joins results of further samples.

molecule	PV pol inh	PV pol inh FP z-score
Cc1cc(SCC(=O)OCc2c(C)noc2C)c(C)cc1Br	96	-0.5
Cc1nn2c(=S)[nH]nc2[nH]c1=O	97	-0.2
CCOC(=O)c1c(N)n(-c2ccc(CC)cc2)c2nc3ccccc3nc12	108	0.9
O=C(O)CSC12CC3CC(CC(C3)C1)C2	102	0
O=C(OCC(=O)N1CCCCCC1)c1c(Cl)cccc1Cl	102	0.2
Cc1ccccc1NC(=O)c1c(NC(=O)c2ccco2)sc2c1CCC(C(C)(C)C)C2 (stereo not given)	102	-0.8
CC1CCc2c(sc3nnn(Cc4ccccc4Cl)c(=O)c23)C1 (stereo not given)	105	0
COc1ccc(S(=O)(=O)Nc2cc(-c3cn4cccc(C)c4n3)ccc2C)cc1C	104	-0.5
COc1ccc(C(=O)NC(C)C(c2cccs2)N2CCN(c3ccccc3F)CC2)cc1OC (stereo not given)	103	0.7
CC[n+]1cccc(-c2nc3ccccc3o2)c1	106	0.9
COC(=O)C(NC(=O)c1ccc(Cl)cc1)C(F)(F)F (stereo not given)	100	0
Cc1ccccc1CN1C(=O)c2ccccc2S(=O)c2ccc(C(=O)NCc3ccc(Cl)cc3)cc21 (stereo not given)	114	1.2
O=c1c(-c2cnn(-c3ccccc3)c2)coc2c3c(ccc12)OCO3	102	0.5
COc1ccccc1NC(=O)COc1nsnc1N1CCOCC1	102	-0.4
Cc1c(N(C)C)c(=O)n(-c2ccccc2)n1C	101&100	-0.1&0
CCN(CC)CCCNc1oc(/C=C/c2ccc(OC)c(OC)c2)nc1C#N	104	-0.9
O=c1[nH]c2cccnc2n1-c1ccccc1	99	-0.1
CCOC(=O)c1ccccc1NC(=O)CSc1nnc(CC)n2c1cc1occc12	109	0.4
O=C(O)CCN1C(=O)c2ccc(F)cc2C1=O	100	-0.1
COc1ccc(/C=C(\C#N)C(N)=O)cc1OC	102	0

14 entries from above, with two lines to a compound:
Order of values: PV pol inh | PV pol inh FP z-score
O=C(O)CSC12CC3CC(CC(C3)C1)C2
    102 | 0
O=C(OCC(=O)N1CCCCCC1)c1c(Cl)cccc1Cl
    102 | 0.2
Cc1ccccc1NC(=O)c1c(NC(=O)c2ccco2)sc2c1CCC(C(C)(C)C)C2 (stereo not given)
    102 | -0.8
CC1CCc2c(sc3nnn(Cc4ccccc4Cl)c(=O)c23)C1 (stereo not given)
    105 | 0
COc1ccc(S(=O)(=O)Nc2cc(-c3cn4cccc(C)c4n3)ccc2C)cc1C
    104 | -0.5
COc1ccc(C(=O)NC(C)C(c2cccs2)N2CCN(c3ccccc3F)CC2)cc1OC (stereo not given)
    103 | 0.7
CC[n+]1cccc(-c2nc3ccccc3o2)c1
    106 | 0.9
COC(=O)C(NC(=O)c1ccc(Cl)cc1)C(F)(F)F (stereo not given)
    100 | 0
Cc1ccccc1CN1C(=O)c2ccccc2S(=O)c2ccc(C(=O)NCc3ccc(Cl)cc3)cc21 (stereo not given)
    114 | 1.2
O=c1c(-c2cnn(-c3ccccc3)c2)coc2c3c(ccc12)OCO3
    102 | 0.5
COc1ccccc1NC(=O)COc1nsnc1N1CCOCC1
    102 | -0.4
Cc1c(N(C)C)c(=O)n(-c2ccccc2)n1C
    101&100 | -0.1&0
CCN(CC)CCCNc1oc(/C=C/c2ccc(OC)c(OC)c2)nc1C#N
    104 | -0.9
O=c1[nH]c2cccnc2n1-c1ccccc1
    99 | -0.1

Additional entries.
molecule	PV pol inh	PV pol inh FP z-score
S=c1[nH]nc(SCc2cccs2)s1	98	-0.9
COc1ccccc1C1CCN(S(=O)(=O)c2ccc(-c3csc(C)n3)s2)CC1	105	-0.1
CC1=C(C(=O)O)SCCO1	100	-0.9
COc1cccc(NC(=O)CN2C(=O)c3cccc4cccc2c34)c1	108	0.9
CCSc1ccc(CCN)s1	101	-0.4
CCN1CCCC1CNC(=O)c1c(O)c2c([nH]c1=O)CCCC2 (stereo not given)	102	0
Cc1noc(C)c1CC(=O)Nc1cccc(-n2cnnn2)c1	105	0.6
CCCn1c(N)c(N(CCOC)C(C)=O)c(=O)n(CC(=O)Nc2cc(Cl)cc(Cl)c2)c1=O	107	0.4
Cc1ccc(F)cc1NC(=O)CCc1c(C)nn(-c2ccc(N3CCCC3)nn2)c1C	107	0.1
CSc1nc(C)c(-c2cc3ccccn3c2)cc1C#N	101	-0.1
O=c1[nH]cnc2c1sc1nc(N3CCOCC3)c3c(c12)CCCC3	104	0.7
COc1cccc(C(=O)Nc2cccc(OCc3cc(=O)n4c5c(sc4n3)CCCC5)c2)c1	100	-1.2
COc1ccc(NC(=O)Cn2ncc3c([nH]c4ccccc43)c2=O)cc1Cl	110	0.7
CCN(CC)C(=O)c1ccc(OC(C)=O)cc1	108	0.5
CC1CN(C(=O)CSc2nnc(NC(=O)Nc3ccccc3)s2)CC(C)O1 (stereo not given)	105	1.2
CCc1ccc(NC(=O)CSc2c(C)cnc3c2c(=O)n(C)c(=O)n3C)cc1	109	0.7
COCCn1c(=O)[nH]c(=O)c2c(C)cc(-c3ccc(F)cc3)nc21	157	8.1
COc1cccc(NC(=O)C2CCCN(c3ncnc4onc(C)c34)C2)c1 (stereo not given)	108	-0.1
C=CCNC(=O)c1csc2c1CCCC2	103	0.5
CC(Oc1ccccc1F)C(=O)N1CCC(c2nc3ccccc3o2)CC1 (stereo not given)	97	-0.6
O=C(NCc1ccccc1Br)c1ccc(-n2cnc3cccnc32)cc1	107	0
COc1ccc(Br)cc1CN(C)CC(O)COCc1ccc2c(c1)OCO2 (stereo not given)	100	-0.6
c1ccc(CN2CCc3nc(N4CCCC4)ncc3C2)cc1	103	1
COc1ccc(-n2c(-c3ccco3)nc3c(cnn3-c3ccccc3Cl)c2=O)cc1	105	-1.3
O=C1CSc2nnc(-c3cccs3)n21	57*	-6.1*
O=C(NCc1csc(-c2cccs2)n1)Nc1cccc(Cl)c1	107	0.7
Cc1cccc(CSc2nnc(CCC(=O)O)c(=O)[nH]2)c1	96	-0.1
COCCNC(=O)C1CCN(C(=O)c2cc3sccc3n2Cc2ccc(Cl)cc2)CC1	106	0
O=C(c1oc(=O)c2ccccc2c1-c1ccccc1)N1CCN(C2CCCCC2)CC1	102	0.5
Cc1ccc(S(=O)(=O)N(C)Cc2nc(-c3ccc(Cl)cc3)no2)cc1	102	0.3
CCC(Sc1nc2ccncc2[nH]1)C(=O)Nc1ccc(F)cc1 (stereo not given)	105	-0.4
CCOC(=O)N1CCN(C(=O)CCN2C(=O)/C(=C/C=C/c3ccccc3)SC2=S)CC1	101	-0.2
COc1ccc(C(C)N(C)CCC(=O)O)cc1OC (stereo not given)	104	0.1
COC(=O)C1CCN(C(=O)C(C)Oc2ccccc2)CC1 (stereo not given)	105	0.2
CC(C)=NNC(=O)Cc1c[nH]c2cccc(OCC(O)CNC(C)(C)C)c12 (stereo not given)	102	0.2
CCCCn1c(C2CC(=O)N(Cc3ccccc3)C2)nc2ccccc21 (stereo not given)	99	-0.2
Cc1ccc(NC(=O)Cn2c(-c3nonc3N)nc3ccccc32)cc1Cl	113	1.7
COc1cc2c(cc1OC)C(C)N(C(=O)c1cc3c(Cl)nc4ccc(C)cc4c3s1)CC2 (stereo not given)	103	0.6
CCN(C(=O)Cn1cnc2c1c(=O)n(C)c(=O)n2C)c1ccccc1C	105	0.2
COc1ccc(-c2cnn(-c3ccccc3)c2N)cc1OC	101	-0.1
CCOC(=O)N1CCC(NC(=O)c2ccc(CO)c(C(=O)NC3CCN(C(=O)OCC)CC3)c2)CC1	100	-0.3
CCOc1ncccc1C(=O)OCc1nc2ccccc2s1	105	0.5
O=C(O)CC1(CC(=O)Nc2ccccc2O)CCCC1	101	-0.5
Cc1ccc(NC(=O)C2CCCN(S(=O)(=O)c3cccc4cccnc34)C2)cc1 (stereo not given)	101	-1.1
CC1(C)Cc2nc3sc4c(NCCO)ncnc4c3cc2CO1	102	0.2
CNC(=O)c1cc2c(=O)n3ccccc3nc2n1C	91	-1.3
COc1ccccc1NC(=O)Cn1c(=O)n(Cc2cccs2)c(=O)c2cccnc21	103	-0.3
COc1cccc(OC(=O)N2CCOCC2)c1	100	-0.8
OCC(CO)(CO)NC(=S)Nc1ccc(F)c(Cl)c1	99	-0.7
CC(C(=O)NC1CC1)N(c1cccc(Cl)c1)S(C)(=O)=O (stereo not given)	101	-0.4

New compounds follow
molecule	PV pol inh	PV pol inh FP z-score
O=C(COC(=O)c1cccc(N2C(=O)c3ccccc3C2=O)c1)NCc1ccco1	99	-0.8
COc1ccccc1Cc1nc2ccccc2nc1SCC(=O)NCCc1ccccc1	110	1
O=C(NO)C12CCCC(CCC1)C2	100	-0.4
O=C(Nc1nnc(C2CC2)s1)C1Cc2ccccc2CN1C(=O)c1ccco1 (stereo not given)	102	0.1
CCOC(=O)N1CCC(NC(=O)c2ccc(NC(=O)C3CCCO3)cc2)CC1 (stereo not given)	97	-0.4
CCc1c(C(=O)Nc2ccncc2)csc1C	99	-1
Fc1cc(F)c2nc(N3CCN(c4nc5ccccc5s4)CC3)sc2c1	101	0.2
CC(=O)Nc1ccc(S(=O)(=O)NC2=NCN(C)CN2)cc1	102	0.2
COc1cccc(-c2nn(C)c3sc(C(=O)N4CCCCCC4)cc23)c1	105	1.8
CC(C)C(=O)N1c2ncnn2C(c2ccccc2)CC1c1ccccc1 (stereo not given)	102	0.1
CCc1ccc(-c2nc3c(c(SCc4ccc(F)cc4)n2)Cc2c(CO)cnc(C)c2O3)cc1	109	0.5
CCNC(=O)Nc1ccc2nc(C)n(Cc3cccc(Cl)c3)c(=O)c2c1	105	1
CC(=O)Nc1nc(C)cc2c1c(=O)oc1ccccc12	102	0.1
Nc1nonc1-c1noc(COc2c(F)c(F)cc(F)c2F)n1	101	-0.2
O=C(CSc1nc2ccccc2nc1Cc1ccccc1)N1CCCc2ccccc21	108	0.4
CN(Cc1nnc(-c2ccccc2)o1)C(=O)Nc1ccc(F)cc1	101	0
CC(=O)C1=C(c2ccc(Cl)c(Cl)c2)N(C(C)=O)n2c(nnc2C2CCCCC2)S1	107	0.2
CCn1c(C(C)N2CCCCC2)nc2ccccc21 (stereo not given)	101	-0.5
Clc1nc(CN2CCCCC2)nc2sc3c(c12)CCC3	103	0.3
COc1ccccc1N1CCN(CCCCNS(=O)(=O)c2ccc(Cl)c(Cl)c2)CC1	103	0.3
C/C(=N\O)c1sc2ccc(Cl)cc2c1C	102	0.2
COc1ccc2c(CC(=O)OCc3cc(=O)oc4cc(OC)ccc34)coc2c1	102	-0.1
Cc1cccc(Oc2coc3cc(OC(=O)c4cccs4)ccc3c2=O)c1	98	-0.7
COc1ccc(C(=O)Nc2ccc(-c3nc4ccccc4o3)cc2)cc1OC	100	0.1
CCN(CC)S(=O)(=O)c1ccc2c(c1)n(C)c(=O)c(=O)n2C	101	0.3
COc1ccc2cc(S(=O)(=O)c3ccccc3F)c(=O)oc2c1	105	-0.6
COc1ccc2nc(N(Cc3cccnc3)C(=O)C3COc4ccccc4O3)sc2c1 (stereo not given)	112	1
COC(=O)C1=NNC(c2ccccc2)(c2ccccc2)C1	101	-0.2
CCN1CCN(c2cc(C)c3cc(NC(=O)c4cc(Br)ccc4Cl)ccc3n2)CC1	101	-0.4
CCN1CCN(Cc2ccc(NC(=O)c3cc4ccc5cccnc5c4[nH]3)cc2)CC1	102	0
Cc1ccc(S(=O)Cc2ccc(C(=O)NC3CCCC(C)C3C)o2)cc1 (stereo not given)	101	0.6
CC1OC(C)C(C)C(c2ccccc2O)O1 (stereo not given)	104	0.1
CC1CN(C(=O)C(C)C)CC(C)O1 (stereo not given)	107	0.4
O=C1CCCC2=C1C(c1ccc(F)cc1)c1c([nH]c(=O)[nH]c1=O)N2 (stereo not given)	100	0
Cc1cc(=O)n2[nH]c(NCc3ccc(F)cc3)nc2n1	115	0
O=C(NCc1ccc(F)cc1)c1ccc(S(=O)(=O)N2CCCC2)cc1	103	0.2
CCOC1(OCC)N=C(N)C2(C#N)C(c3ccccc3F)C12C#N (stereo not given)	102	0.3
COc1ccc(Br)cc1CNc1ccc(N2CCOCC2)cc1	102	0.5
CC1=CC=C(N(CC2=NCCN2)c2cccc(O)c2)CC1	101	-0.1
Cc1nc(-c2cccc(NC(=O)CN3CCN(S(=O)(=O)Cc4ccccc4)CC3)c2)cs1	103	0
O=C(CSCc1ccc(Cl)cc1)c1ccccc1F	100	-0.4
Cc1ccc2c(c1)-c1c(cnn1CC(=O)Nc1ccc(S(=O)(=O)N3CCCCC3)cc1)CO2	99	-1.1
Cc1ccc(C)n1-c1nnc(N2CCCC(C(=O)NCc3ccc(F)cc3)C2)s1 (stereo not given)	104	-0.9
CC1CCCCN1C(=O)Nc1c[nH]c2ccccc12 (stereo not given)	102	0.1
Cc1nc2nc(SCC(=O)NCCc3ccc(Cl)cc3)nn2c(C)c1Cc1c(F)cccc1Cl	108	-0.1
CCc1nn(CC(=O)N2CCN(c3ccc(OC)cc3)CC2)c(=O)c2cc3sccc3n12	102	-1.4
CC(C)OCCCNC1CCN(C)CC1	104	0.8
COc1ccccc1N1C(=O)C(Cc2ccccc2)N=C1N1CCC(C)CC1 (stereo not given)	102	0.4
Cc1ccc(C)c(S(=O)(=O)NCC(c2ccc(N(C)C)cc2)N2CCOCC2)c1 (stereo not given)	108	0.3
COC(=O)C1=C(C)N(C)C(=O)N(C)C1c1ccc(O)cc1 (stereo not given)	101	-0.3

A portion of the library (hit frequency here may not be typical).
